Thrombin inh: blocks human thrombin protease activity | P00734 | alpha-thrombin, Boc-VPR-AMC fluorogenic substrate cleavage | inhibition, % at 5 µM | 220,000 compounds, 0.26% hits;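 active = inhibition at or above 40%; inactive = inhibition below 40%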;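 also: 0% = enzyme with no compound and 100% = wells without enzyme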
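signal = AMC fluorescence, 355/460 nm | material = human alpha-thrombin enzyme | control set = enzyme without compound as high, wells lacking enzyme as low | times = reaction at room temperature | read-out basis = percent inhibition scaled between no-compound controls and no-enzyme blanks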
L929 necroptosis: L929 zVAD cell death inhibition; L929 zVAD necroptosis rescue, ATP luminescence, 24 h; with zVAD 60 µM; 220,000 compounds, 0.38% hits; viability rescue, % at 10 µM; AID 1377;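 active = activation, scaled between plate controls, above about 75%, limit read from the data; inactive = activation under that limit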;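 also: 0% = zVAD with DMSO and 100% = DMSO alone without zVAD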
KCC2 mod: modulates chloride dependent transport by human KCC2. KCC2 cells, thallium flux FluoZin-2 fluorescence. AID 1456. Q9H2X9. 190,000 compounds, 2.2% hits. B-score of Tl+ flux slope (higher = more flux/activation; lower = inhibition) at 10 µM;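 active = thallium flux slope and its plate-corrected score both differing from the plate sample mean at a set confidence after two filtering rounds, in either direction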;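 also: slope of fluorescence scaled to starting intensity during 10 to 20 s after thallium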
TNF necrop inh: inhibitors of TNF-alpha induced necroptosis in Jurkat FADD-/- cells; activation (protection from cell death), % at 10 µM; AID 463075; Jurkat FADD-/- TNF necroptosis rescue, ATP luminescence, 24 h; 0 = TNF only, 100 = no-TNF cells; 220,000 compounds, 0.068% hits;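 active = activation, meaning protection from cell death, of at least 50% relative to plate controls; inactive = activation below 50%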;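 also: necroptosis triggered by 40 ng/mL TNF-alpha added together with compound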
FXIa inh: inhibitors of human coagulation factor XIa. purified FXIa, Boc-Glu-Ala-Arg-AMC fluorogenic substrate. inhibition, % at 5 µM. 220,000 compounds, 0.14% hits. AID 798;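 active = inhibition of at least 40%; inactive = inhibition below 40%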;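 also: fluorescence of freed AMC excited at 355 nm; 0% = enzyme without compound and 100% = no enzyme blank; many of its hits are not listed in these tables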
Rad51 HR inh: Rad51 (human) homologous recombination inhibition; 200,000 compounds, 0.085% hits; hRad51 DNA strand exchange, fluorescence dequenching; inhibition, % at 10 µM; Q06609;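 active = inhibition above 40% at the single screening dose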;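 also: 0% = DMSO control wells and 100% = blanks with heterologous ssDNA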
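System: hRad51 filaments on single-stranded DNA; reagent: Fluorescein- and BHQ1-tagged 47-mer duplex; compound dosing: one concentration, 10 µM final; timing: filaments 15 min 37 °C, then compound 30 min; measured by: fluorescein emission 520 nm, excitation 485 nm; benchmarks: per-plate controls and blanks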
hK5 inh: inhibitors of human kallikrein 5 | 210,000 compounds, 0.59% hits | AID 873 | recombinant hK5, fluorogenic AMC substrate cleavage | Q9Y337 | inhibition, % at 5 µM;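 active = inhibition of 40% or more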;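 also: 0% = enzyme controls without compound and 100% = no-enzyme blanks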
Hck Nef HTS: inhibitors of human Hck kinase activated by Nef | Recombinant Hck-YEEI plus Nef, Z-Lyte FRET kinase assay | inhibition, % at 20 µM | 220,000 compounds, 0.68% hits | AID 463187;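 active = Hck-Nef kinase inhibition above about 50%, limit read from the data; inactive = inhibition below that limit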;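 also: 0% = DMSO with Hck plus Nef and 100% = Hck alone without Nef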
Target sequence (P08631 whole entry, looked up): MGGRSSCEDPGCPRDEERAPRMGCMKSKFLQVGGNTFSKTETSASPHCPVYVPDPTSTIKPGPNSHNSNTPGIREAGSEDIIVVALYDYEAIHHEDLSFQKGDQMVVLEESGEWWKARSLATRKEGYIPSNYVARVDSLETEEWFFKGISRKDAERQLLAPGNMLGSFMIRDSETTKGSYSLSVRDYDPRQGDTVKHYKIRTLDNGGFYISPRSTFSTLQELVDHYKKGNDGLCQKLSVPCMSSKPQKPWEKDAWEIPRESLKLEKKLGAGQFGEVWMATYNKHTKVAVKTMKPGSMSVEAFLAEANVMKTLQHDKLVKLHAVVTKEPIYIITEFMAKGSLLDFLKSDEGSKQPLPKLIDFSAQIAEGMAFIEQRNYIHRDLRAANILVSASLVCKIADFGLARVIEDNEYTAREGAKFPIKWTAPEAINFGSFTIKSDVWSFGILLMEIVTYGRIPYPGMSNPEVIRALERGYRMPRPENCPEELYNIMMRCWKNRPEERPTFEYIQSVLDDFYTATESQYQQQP
FXIIa inh: inhibitors of human coagulation factor XIIa; P00748; purified FXIIa, Boc-QGR-AMC fluorogenic substrate, 2 h; inhibition, % at 5 µM; 220,000 compounds, 0.3% hits; AID 800; in the data active = inhibition above about 40%;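 also: 0% = enzyme with no compound and 100% = blank without enzyme; many of its hits are not listed in these tables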
* marks the source's active call; other numbers are inactive results; · = not tested or not shown. Some of the compounds tested; the hit share may differ from the screen's.

Start of the listing, in advance:
SMILES	Thrombin inh	L929 necroptosis	KCC2 mod	TNF necrop inh	FXIa inh	Rad51 HR inh	hK5 inh	Hck Nef HTS	FXIIa inh
Cc1nc(NC(=O)C23CC4CC(CC(C4)C2)C3)sc1Cc1ccc2c(c1)OCO2	-1	1.9	-0.52	4.4	5	0	-3	-1	8
CC(C(=O)N1CCCCC1)n1sc2ccccc2c1=O (stereo not drawn)	-7	-0.7	1.9	0.1	-15	7	-2	-10	-12

Main list, from the first entry:
SMILES	Thrombin inh	L929 necroptosis	KCC2 mod	TNF necrop inh	FXIa inh	Rad51 HR inh	hK5 inh	Hck Nef HTS	FXIIa inh
Cc1nc(NC(=O)C23CC4CC(CC(C4)C2)C3)sc1Cc1ccc2c(c1)OCO2	-1	1.9	-0.52	4.4	5	0	-3	-1	8
CC(C(=O)N1CCCCC1)n1sc2ccccc2c1=O (stereo not drawn)	-7	-0.7	1.9	0.1	-15	7	-2	-10	-12
CC1(C)Cc2c(c(N3CCOCC3)nc3snc(Br)c23)CO1	3	4.6	-0.048	-4.9	4	0	-11	1	13
COc1ccc(-c2nc3c4ccccc4ccn3c2CN2CCCCC2)cc1	-9	-0.7	-1.2	1.1	1	-2	-3	30	5
COc1cc(NC(=O)CSc2nccc(=O)[nH]2)c(C)cc1[N+](=O)[O-]	-8	0.6	-3.4*	0.0	2	-2	0	-6	12
CC(C)c1ccc(NC(=O)CCN2C(=O)c3ccc([N+](=O)[O-])cc3C2=O)cc1	7	-0.2	-0.39	-2.4	15	-3	-13	1	20
Cc1cc(Br)cc2c1NC(=O)C2(c1c(C)n(C)n(-c2ccccc2)c1=O)c1c(C)n(C)n(-c2ccccc2)c1=O	-1	0.1	0.21	-1.9	8	-1	-10	10	12
O=C(Cn1cnc2ccccc2c1=O)c1ccc(Cl)cc1	-5	-0.4	0.25	2.7	11	·	·	-7	13
N/C(=N\OC(=O)N1CCOCC1)c1ccc(Br)cc1	-1	0.2	0.068	-2.0	1	21	0	22	8
CN(C)c1ccc(CN(C(=O)c2ccc(Cl)c([N+](=O)[O-])c2)C2CCS(=O)(=O)C2)cc1 (stereo not drawn)	-5	-0.5	0.044	-15	0	·	-1	25	2
O=C(CSc1nnc(Nc2ccccc2)s1)NCc1ccco1	2	0.6	-1.5	-3.1	5	-13	-17	2	15
Cc1nn(C)c(C)c1S(=O)(=O)N(CC(=O)NCCCOC(C)C)c1ccc(C(C)C)cc1	-1	-0.3	·	0.2	7	3	4	0	13

The final two records of the part above are carried over, then new ones follow.
SMILES	Thrombin inh	L929 necroptosis	KCC2 mod	TNF necrop inh	FXIa inh	Rad51 HR inh	hK5 inh	Hck Nef HTS	FXIIa inh
O=C(CSc1nnc(Nc2ccccc2)s1)NCc1ccco1	2	0.6	-1.5	-3.1	5	-13	-17	2	15
Cc1nn(C)c(C)c1S(=O)(=O)N(CC(=O)NCCCOC(C)C)c1ccc(C(C)C)cc1	-1	-0.3	·	0.2	7	3	4	0	13
CN(C)CCCNc1nc2sc3c(c2c(=O)n1CCc1ccccc1)CCCCC3	-5	1.2	0.1	-15	4	-11	-7	5	5
COC(=O)C1=C(C)NC(=O)/C1=C\c1cc(C)n(-c2ccc(F)cc2)c1C	-3	2.7	-0.59	-0.3	1	1	-2	-4	4
CCn1c(SCC(=O)Nc2nc(C)cs2)nnc1-c1cccnc1	4	-0.1	0.94	-2.0	3	-1	5	-2	2
O=C(Nc1ccc2c(c1)N(Cc1ccccc1)C(=O)c1ccccc1S2)NC1CC1	1	0.8	-1.1	1.5	20	-6	-4	0	29
CC(=O)Oc1c(S(=O)(=O)c2ccccc2)c(C)nn1C(C)(C)C	4	-0.2	·	6.8	0	5	-7	1	14
Cc1cccc(-n2ncc3c(N4CCOCC4)ncnc32)c1	-5	·	0.037	-2.7	7	-7	-9	-16	11
COCc1cc(C)n(CC(=O)NC(C)c2ccccc2)c(=O)c1C#N (stereo not drawn)	-5	0.4	0.65	-2.9	-3	1	-1	-1	6
CCCCN1C(=O)NC(NS(=O)(=O)c2ccc(N)cc2)(C(F)(F)F)C1=O (stereo not drawn)	5	1.8	-0.47	2.0	1	-3	-3	0	8
N#Cc1c(NC(=O)CCCl)sc2c1CCCCC2	-7	-0.4	0.058	-7.8	1	-10	3	16	9
OCCN(Cc1ccccc1)CC1CC2C=CC1C2 (stereo not drawn)	-2	0.5	0.07	0.8	-1	-3	1	-4	12
COc1ccc(OCC(=O)Nc2cccc(NC(=O)c3ccco3)c2)cc1	-16	11	-0.83	1.2	-6	2	-2	22	-3
COCCCn1c(SCC(=O)NCc2ccccc2)nc2ccccc2c1=O	3	-1.3	-0.86	-2.5	4	8	-8	8	17
O=C1c2ccc3c4c(ccc(c24)C(=O)N1CCCCO)C(=O)N(CCCCO)C3=O	4	4.3	0.35	-13	9	2	-21	7	9
Cc1ccccc1C(=O)c1c[nH]c(C(=O)NCc2cccs2)c1	-1	1.9	0.19	-2.4	-1	-1	2	1	2
CC(=O)N1CCN(c2ccc([N+](=O)[O-])cc2)CC1	-10	-0.4	-0.22	-0.6	12	-4	-4	14	14
Cc1ccc2c(c1)C(=C(C#N)C#N)C(=O)N2CCN1CCCCC1	0	90*	0.088	6.4	3	-1	3	-8	16

Part of the list above in order of number of heavy atoms, rising:
SMILES	Thrombin inh	L929 necroptosis	KCC2 mod	TNF necrop inh	FXIa inh	Rad51 HR inh	hK5 inh	Hck Nef HTS	FXIIa inh
CC(=O)N1CCN(c2ccc([N+](=O)[O-])cc2)CC1	-10	-0.4	-0.22	-0.6	12	-4	-4	14	14
Cc1cccc(-n2ncc3c(N4CCOCC4)ncnc32)c1	-5	·	0.037	-2.7	7	-7	-9	-16	11
CCCCN1C(=O)NC(NS(=O)(=O)c2ccc(N)cc2)(C(F)(F)F)C1=O (stereo not drawn)	5	1.8	-0.47	2.0	1	-3	-3	0	8
CC(C)c1ccc(NC(=O)CCN2C(=O)c3ccc([N+](=O)[O-])cc3C2=O)cc1	7	-0.2	-0.39	-2.4	15	-3	-13	1	20
Cc1cc(Br)cc2c1NC(=O)C2(c1c(C)n(C)n(-c2ccccc2)c1=O)c1c(C)n(C)n(-c2ccccc2)c1=O	-1	0.1	0.21	-1.9	8	-1	-10	10	12

Assay outcomes: PubChem, several laboratories
